Bioassay records from PubChem.
TWEAK-Fn14 inh: inhibitors of TWEAK-Fn14 interaction signaling; TWEAK-stimulated Fn14 reporter cells, luciferase luminescence, 8 h; inhibition, % at 10 µM; hit rate 2% among 360,000; AID 1159606; in the data active means inhibition above about 50%
Peg3 promoter: reduces Peg3 promoter-driven luciferase expression in HeLa. HeLa PEG-Prom luciferase reporter, luminescence, overnight. inhibition, % at 20 µM. hit rate 1.7% among 360,000. AID 588405;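 active means inhibition of at least 50% at 20 µM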
Shn3 inh set2: reduces Shn3 3'UTR luciferase signal in osteoblasts; Clone20 osteoblast Shn3 3'UTR firefly luciferase, 24 h; inhibition, % at 12.5 µM; AID 588674; hit rate 0.52% among 360,000;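 active means mean inhibition of at least 75% with every replicate also reaching 75%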;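 further: 0% = median of neutral control wells and 100% = pilot-screen positive control compound; some compounds past the cut are filed as inactive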
CF NFkB block: cystic fibrosis NF-kB activation inhibition; KKLEB NF-kB-GFP reporter, PAF-induced, GFP fluorescence overnight; inhibition, % at 5 µM; hit rate 0.86% among 360,000; AID 588850;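 active means at least 50% inhibition at 5 µM, scaled per plate between neutral and stimulator controls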;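 further: PAF is a Pseudomonas aeruginosa culture filtrate used as stimulus; plate controls were PAF-stimulated DMSO wells for no effect and unstimulated DMSO wells for full effect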
TRPM1 prom inh: MITF TRPM1 promoter inhibition in SK-MEL-5 cells; SK-MEL-5 TRPM1 promoter luciferase, 24 h; inhibition, % at 12.5 µM; hit rate 0.83% among 330,000; AID 488899;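 active means mean inhibition across replicates of 60% or more, whatever share of single replicates reaches that level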; further: values of inactives mirror those of a sister screen read the other way
aDG glyco act: increases alpha dystroglycan glycosylation; activation, % at 10 µM; hit rate 0.22% among 360,000; AID 624168; Pro5-aDG cells, alpha-DG glycosylation AlphaScreen (IIH6); 0% Pro5, 100% B10-LARGE cell signal;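 active means activation of at least 8% versus controls, or a plate z-score of at least 8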;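 further: Pro5 are CHO cells carrying HIG-tagged alpha-DG that lacks glycosylation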
HIF-2a block: inhibitors of HIF-2a. 786-0 RCC cells HIF-2a reporter, luciferase luminescence, overnight. inhibition, % at 18.8 µM. hit rate 0.72% among 360,000. AID 624352;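 active means inhibition of the luminescence signal of 40% or more relative to plate controls, in a single-dose primary screen at 18.75 µM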
NR2E3 ag-1: agonists of human nuclear receptor NR2E3 | Q9Y5X4 | GST-NR2E3/biotin-RetCOR TR-FRET, 1536-well | inhibition of corepressor binding, % at 4.78 µM | hit rate 0.12% among 320,000 | AID 2300;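 active means percent inhibition above the cutoff of mean plus 3 SD of all tested compounds, set per screening campaign, cut at about 20% in these data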;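 further: 0% = DMSO wells and 100% = biotin wells as full block of FRET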
Target sequence (Q9Y5X4 whole entry, looked up): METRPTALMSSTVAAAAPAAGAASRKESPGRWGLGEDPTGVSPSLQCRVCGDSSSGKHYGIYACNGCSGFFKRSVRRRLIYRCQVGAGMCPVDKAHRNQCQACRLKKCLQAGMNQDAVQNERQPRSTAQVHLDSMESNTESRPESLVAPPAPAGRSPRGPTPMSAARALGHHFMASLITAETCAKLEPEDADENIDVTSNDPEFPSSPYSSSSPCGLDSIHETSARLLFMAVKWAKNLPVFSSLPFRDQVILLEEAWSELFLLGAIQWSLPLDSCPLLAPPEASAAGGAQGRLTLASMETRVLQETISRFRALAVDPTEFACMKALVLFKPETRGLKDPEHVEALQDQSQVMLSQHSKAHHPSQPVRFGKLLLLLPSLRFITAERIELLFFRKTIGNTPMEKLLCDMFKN
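Material: NR2E3–RetCOR corepressor complex / Amount: 1.35 nM GST-NR2E3 / Medium: Tris pH 7.5 / Compound: single nominal compound dose of 4.8 µM / Incubation: 5 h at 4 °C / Technique: TR-FRET, Eu(K)-anti-GST donor, streptavidin-D2 acceptor, ex 340, em 617/671 nm / Read-out basis: percent loss of FRET ratio relative to control wells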
iPSC survival up: enhancers of human iPSC single-cell survival; hiPSC single-cell survival, ATPlite luminescence; 100% = ROCK inhibitor wells, 0% = DMSO; survival enhancement, % at 20 µM; hit rate 0.044% among 360,000; in the data active means survival enhancement above about 18%;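 further: cells exposed to compounds for 16 hours before the ATP read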
KKLEB tox: CF airway cell cytotoxicity counter-screen; KKLEB CF airway cells viability, ATPlite luminescence, overnight; active compounds read low; cells stimulated with P. aeruginosa culture filtrate; activity change (cytotoxicity), % at 5 µM; hit rate 0.36% among 360,000;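 active means corrected activity change at or below -50% at 5 µM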
NR2E3 ag-2: activates human NR2E3 receptor; hit rate 0.35% among 360,000; AID 602229; inhibition of corepressor binding, % at 3.98 µM; CHO-S Gal4-NCOR/VP16-NR2E3 two-hybrid, luciferase;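 active means inhibition above the mean of all tested compounds plus 3 SD, cut at about 70% in these data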;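 further: 0% = DMSO with NR2E3 transfected cells and 100% = cells lacking NR2E3 construct; higher means lower luciferase signal from less NR2E3 corepressor binding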
The depositor's hits bear a star; · = not tested or not shown.

A first look (eleven entries):
SMILES	TWEAK-Fn14 inh	Peg3 promoter	Shn3 inh set2	CF NFkB block	TRPM1 prom inh	aDG glyco act	HIF-2a block	NR2E3 ag-1	iPSC survival up	KKLEB tox	NR2E3 ag-2
CCCCC[C@@H]1[C@@H]2C(=C(OCC)C[C@@H]3C(=O)N(c4ccccc4)C(=O)[C@H]23)[C@H](c2ccccc2)N1S(=O)(=O)c1ccc(C)cc1	-8	11	7	-13	·	-0.3	4	·	4.7	-5	7
Cn1cc(C(=O)N/N=C/C2=C(N3CCOCC3)C(=C\c3ccccc3)/CC2)ccc1=O	2	-1	-27	-11	-2	-0.2	-7	-2	-0.6	-8	-11
O=C(CCn1cncn1)N1CCN(S(=O)(=O)c2ccc(Cl)cc2)CC1	3	-1	1	9	1	0.0	-4	4	-0.5	6	-13
CCN(CC)c1ccc(S(=O)(=O)N(CC)CC)cc1NC(=O)C1CCCC1	7	26	42	-6	13	0.2	4	4	-0.8	-2	10
Cc1cc(C)cc(NC(=O)C2CCN(S(C)(=O)=O)CC2)c1	-4	4	12	-4	12	0.0	24	-3	0.0	4	-10
CN(Cc1ccc(F)cc1)C(=O)CNC(=O)C1CCCCC1	-2	5	2	-3	-5	0.0	3	-2	-0.2	8	-6
CCn1c(COc2cccc(C)c2C)nnc1SCC(=O)Nc1cc(C)on1	-19	10	-5	-3	10	-0.3	13	2	-0.5	10	-3
COc1ccc(C2=Nc3ccccc3NC(=O)C2N(C(=O)c2cnc(C)cn2)c2ccc(N3CCOCC3)cc2)cc1 (stereo not drawn)	-13	-58	-58	-1	·	0.0	-110	·	-0.9	7	-17
CCOc1ccccc1OCCC(=O)Nc1ccc(F)c(Cl)c1	-10	18	-27	1	-5	0.2	14	1	-1.7	-1	14
CCC/C(=N\NC(=O)c1ccccc1C)c1ccccc1	-19	-28	-21	0	-3	0.1	-23	2	2.5	14	-47
O=C(N/N=C/c1ccc([N+](=O)[O-])s1)C(O)c1ccccc1 (stereo not drawn)	11	11	17	-16	69*	11*	-6	2	-1.9	1	-8

The whole of this part, from the start:
SMILES	TWEAK-Fn14 inh	Peg3 promoter	Shn3 inh set2	CF NFkB block	TRPM1 prom inh	aDG glyco act	HIF-2a block	NR2E3 ag-1	iPSC survival up	KKLEB tox	NR2E3 ag-2
CCCCC[C@@H]1[C@@H]2C(=C(OCC)C[C@@H]3C(=O)N(c4ccccc4)C(=O)[C@H]23)[C@H](c2ccccc2)N1S(=O)(=O)c1ccc(C)cc1	-8	11	7	-13	·	-0.3	4	·	4.7	-5	7
Cn1cc(C(=O)N/N=C/C2=C(N3CCOCC3)C(=C\c3ccccc3)/CC2)ccc1=O	2	-1	-27	-11	-2	-0.2	-7	-2	-0.6	-8	-11
O=C(CCn1cncn1)N1CCN(S(=O)(=O)c2ccc(Cl)cc2)CC1	3	-1	1	9	1	0.0	-4	4	-0.5	6	-13
CCN(CC)c1ccc(S(=O)(=O)N(CC)CC)cc1NC(=O)C1CCCC1	7	26	42	-6	13	0.2	4	4	-0.8	-2	10
Cc1cc(C)cc(NC(=O)C2CCN(S(C)(=O)=O)CC2)c1	-4	4	12	-4	12	0.0	24	-3	0.0	4	-10
CN(Cc1ccc(F)cc1)C(=O)CNC(=O)C1CCCCC1	-2	5	2	-3	-5	0.0	3	-2	-0.2	8	-6
CCn1c(COc2cccc(C)c2C)nnc1SCC(=O)Nc1cc(C)on1	-19	10	-5	-3	10	-0.3	13	2	-0.5	10	-3
COc1ccc(C2=Nc3ccccc3NC(=O)C2N(C(=O)c2cnc(C)cn2)c2ccc(N3CCOCC3)cc2)cc1 (stereo not drawn)	-13	-58	-58	-1	·	0.0	-110	·	-0.9	7	-17
CCOc1ccccc1OCCC(=O)Nc1ccc(F)c(Cl)c1	-10	18	-27	1	-5	0.2	14	1	-1.7	-1	14
CCC/C(=N\NC(=O)c1ccccc1C)c1ccccc1	-19	-28	-21	0	-3	0.1	-23	2	2.5	14	-47
O=C(N/N=C/c1ccc([N+](=O)[O-])s1)C(O)c1ccccc1 (stereo not drawn)	11	11	17	-16	69*	11*	-6	2	-1.9	1	-8
N#CC1=C(SCc2ccccc2)NC(=O)CC1c1ccccc1 (stereo not drawn)	8	27	-27	6	-7	0.4	25	-1	-0.3	3	6
C=CCn1c(=S)[nH]c2cc(C(=O)N3CCN(c4ccccc4OC)CC3)ccc2c1=O	8	30	-1	15	0	0.0	20	1	-0.4	10	-5
CN(C)c1ccc(/C=N/NC(=O)C(=O)N2CCCCCC2)cc1	-7	-32	-22	0	5	0.0	-24	-2	-0.3	-3	-33
CCN1CCN(C(=O)C(=O)c2cn(CC(=O)N3CCCC3)c3ccccc23)CC1	9	4	-4	-5	-2	0.1	3	-4	0.6	-8	-18
COc1ccc(CCNC(=O)CSc2nnc(CNC(=O)c3ccco3)o2)cc1OC	-5	14	3	-10	1	-0.1	13	-1	-4.5	-1	-3
CCC(C)Sc1ccc([C@@H]2[C@@H]3C(=O)N(C)C(=O)[C@@H]3[C@]3(C(=O)OC)CCCCN23)cc1 (stereo partly drawn)	-21	-2	26	14	-7	0.2	-7	-2	-4.4	-20	-12
CCOC(=O)c1oc2c(C)c(O)ccc2c(=O)c1-c1nncn1-c1ccccc1	-2	10	8	-9	-2	0.3	8	-1	0.2	0	8
C#Cc1ccc([C@@H]2C=C(C(=O)N3CCOCC3)O[C@H](OCCCCO)C2)cc1	9	-15	-11	-24	-12	0.0	10	4	1.4	15	-10
CC(C)c1nc(N2CCOCC2)c(C#N)c2c1CCCC2	27	20	1	28	-11	0.2	21	5	-0.6	-12	-2
CSc1ccccc1C(=O)NCc1ccc(F)cc1	-13	4	-2	5	-2	0.0	11	3	1.3	6	-7
CCc1cc(C(c2ccccc2OC)N2CCOCC2)c(NC(=O)c2ccccc2)s1 (stereo not drawn)	15	13	6	30	2	0.0	8	2	2.9	-8	-24
O=C(Nc1ccccc1)N1CCC(C(=O)N2CCN(c3ccccc3F)CC2)CC1	7	-2	14	2	-10	0.4	10	-1	-0.5	-4	-17
CCOC(=O)c1ccc(NC(=O)CC2NCCNC2=O)cc1 (stereo not drawn)	-16	-14	1	5	-2	-0.3	-16	-1	0.7	3	-2
O=C(CN1C(=O)/C(=C/c2cccc(Cl)c2)SC1=S)NC1C=CS(=O)(=O)C1 (stereo not drawn)	22	6	8	-5	7	-0.3	3	-1	-0.3	-1	-5
Cc1ccc(-n2c(=S)sc3c(=O)n(-c4ccccc4F)c(SCC(=O)O)nc32)cc1C	31	-14	4	9	5	0.1	-7	-2	-0.4	-1	6
CC/C(=N\NC(=O)c1ccoc1C)c1ccc(C)o1	-3	-10	-16	-7	-11	-0.1	-28	-1	-0.1	0	-147
CN1C(=O)C(O)(CC(=O)c2ccc3c(c2)OCO3)c2ccccc21 (stereo not drawn)	-1	9	11	-2	11	0.1	-1	1	0.5	4	-16
Cc1cc(C)cc(NC(=O)Nc2ccc3ccccc3n2)c1	-21	12	-15	4	-5	0.0	13	4	-0.6	-1	7
COc1cc(OC)c(NC(C)C(=O)N2CCCC2)cc1Cl (stereo not drawn)	3	9	29	9	1	0.0	13	-3	0.0	8	-16
CCCCOc1ccccc1C1NC(=O)NC(C)=C1C(=O)OCc1ccco1 (stereo not drawn)	-16	19	14	-3	3	0.6	12	1	-1.4	-5	12
CCOc1ccc(S(=O)(=O)N2CCN(Cc3ccccc3)CC2)cc1	-11	24	-4	-4	9	-0.2	14	-1	-0.2	2	22
COCCCNC(=O)c1nc2c(nnn2Cc2cc(C)ccc2C)c(=O)[nH]1	-13	1	-11	4	-13	0.3	22	2	-0.2	13	11
COC(=O)c1ccccc1NC(=O)CN1CCN(C23CC4CC(CC(C4)C2)C3)CC1	-14	17	-6	-2	-9	0.3	1	0	-0.7	-10	-11
O=C(CNCCC1=CCCCC1)Nc1ccc(N2CCCCCC2)cc1	3	86*	61	15	2	0.9	33	1	-0.5	-11	-10
CCOC(=O)N1CCC2(CC1)NCCc1c2[nH]c2ccccc12	2	3	-11	-14	7	0.1	24	4	-0.2	17	-1
COc1ccccc1NC(=O)c1ccccc1NC(=O)c1cccs1	14	7	-1	-5	2	0.0	-31	0	0.4	-2	-7
CC(Nc1nc(N2CCCCC2)nc2ccccc12)c1ccccc1 (stereo not drawn)	-42	68*	44	29	6	0.3	25	-2	-3.4	-39	-22
CC(C)NC(=O)c1cc(C2CCCCN2C(=O)CCCc2ccccc2)on1 (stereo not drawn)	25	4	-5	-9	·	0.0	7	·	-3.6	-2	10
CC(O)(c1ccc(F)c(F)c1)c1nc(-c2cccc(F)c2)cs1 (stereo not drawn)	25	26	1	-11	·	0.1	13	·	1.9	21	-19
O=C(NCCCc1ccccc1)c1ccc([N+](=O)[O-])cc1Cl	39	-165	-17	11	-64	-0.1	-203	3	3.1	-1	-38
O=C(NC1CCCCCC1)C1C2C=CC3(CN(Cc4cccnc4)C(=O)C13)O2 (stereo not drawn)	-2	-7	-5	2	·	-0.3	-1	5	1.2	8	-9
CC[C@@H](C)[C@@H]1CN([C@@H](CN2CCC[C@H]2CN2C(N)=NC[C@H]2CC(C)C)C(C)C)C(=N)N1CCc1ccc(Cl)c(Cl)c1	13	-7	-8	23	0	-0.2	-4	·	-0.7	-9	-2
COc1ccc(NC(=O)c2ccccc2SC)cc1OC	-15	-21	-14	10	-13	0.6	-28	2	4.0	6	4
CCCNS(=O)(=O)c1ccc(CCC(=O)N2CCN(c3ccc(F)cc3)CC2)cc1	7	12	-72	2	9	0.3	17	-4	-2.2	10	-22
O=C(c1ccc2ccccc2n1)N1CCN(S(=O)(=O)c2ccccc2)CC1	-6	19	12	5	-4	-0.1	11	·	0.0	1	-3
CCCn1c2ccc(/C(C)=N\O)cc2c2cc(/C(C)=N/O)ccc21	2	13	7	-21	-7	0.4	3	4	2.1	11	-20
CCOC(=O)N1CCN(C(=O)C2CCN(Cc3ccc(OC)cc3OC)CC2)CC1	8	14	11	-7	0	0.8	3	-2	-1.4	6	10
